Source: PubChem BioAssay (several laboratories)
PKA-R1A activ: activators of PKA-R1A holoenzyme, primary screen, biochemical, fluorescence polarization, Cy5-IP20, bovine R1A, mouse PKAc; cAMP-dependent protein kinase type I-alpha regulatory subunit (Bos taurus) + …; PKA-R1A dissociation; scaled: DMSO 0%, 113 µM cGMP 100%; activation, % at 11.4 µM; hit rate 0.083% among 340,000; AID 504707, 2011;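 active = percent activation above the mean of all tested compounds plus 3 SD, cut at about 19% in these data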;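 also: higher means more PKAc released from R1A so a rise in polarization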
MOR-DOR inv ag: inverse agonists of MOR-DOR heterodimerization, primary screen, cell-based, luminescence; hit rate 0.21% among 340,000; Mu-type opioid receptor (Homo sapiens) + Delta-type opioid receptor (Homo sapiens), …; cell-based MOR-DOR heterodimer luminescence, inverse agonism; inhibition, % at 9.3 µM; in the data active = inhibition above about 22%, passing the limit was not always enough;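 also: 0% = cells with DMSO and 100% = wells without cells with DMSO; values of inactives mirror those of a sister screen read the other way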
PKA-R2B act: activators of PKA-R2B holoenzyme, primary screen, biochemical, fluorescence polarization, Cy5-IP20, human. cAMP-dependent protein kinase catalytic subunit beta (Homo sapiens) + cAMP-dependent …. PKA-R2B holoenzyme dissociation; R2B truncated from residue 108, S112A mutant; 0% DMSO only, 100% 113 µM cGMP. activation, % at 11.4 µM. hit rate 0.079% among 340,000;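 active = activation above a cutoff set at the mean over all compounds plus 3 SD, cut at about 18% in these data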;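 also: higher means more holoenzyme dissociation and a rise in polarization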
V-ATPase pHluor: regulators of yeast V-ATPase proton pumping, primary screen, pHLuorin cytosolic pH fluorescence; S. cerevisiae; response, % at 10 µM; hit rate 0.37% among 350,000; AID 504577, 2011; in the data active = response mostly above about 7.3%, no sharp cut-off; inactive = mostly below about 5.4%; also: actives read high; inactives centre near 0; some compounds called inactive have numbers as strong as hits; reference of the scale not given here
HTR5A ag: HTR5A agonists in luminescence cell assay, primary screen, counter-screen for OPRM1-OPRD1 heterodimer agonist project, full-deck HTS; 5-hydroxytryptamine receptor 5A (Homo sapiens), P47898; cell-based; activation, % at 9.3 µM; hit rate 0.61% among 340,000; AID 504692, 2011; in the data active = activation mostly above about 9.5%, no sharp cut-off; inactive = mostly below about 7.6%;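 also: 0% = cells with vehicle only and 100% = reference agonist; strong numbers were not always called active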
Target sequence (P47898 whole entry, looked up): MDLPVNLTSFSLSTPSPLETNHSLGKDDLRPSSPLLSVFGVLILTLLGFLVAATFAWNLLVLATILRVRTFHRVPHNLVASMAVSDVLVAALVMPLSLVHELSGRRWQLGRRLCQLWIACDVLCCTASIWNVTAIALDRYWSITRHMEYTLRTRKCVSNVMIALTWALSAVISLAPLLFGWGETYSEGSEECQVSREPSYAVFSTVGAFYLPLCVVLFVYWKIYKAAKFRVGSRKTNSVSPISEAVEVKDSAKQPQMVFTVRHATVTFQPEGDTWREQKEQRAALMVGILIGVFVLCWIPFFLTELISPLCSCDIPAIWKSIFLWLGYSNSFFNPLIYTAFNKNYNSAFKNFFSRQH
OPRM1-OPRD1 ag: agonists of OPRM1-OPRD1 heterodimerization, primary screen, cell-based, luminescence; cells; activation, % at 9.3 µM; hit rate 0.3% among 340,000; AID 504326, 2011; in the data active = activation above about 18%;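 also: 0% = vehicle-treated cells and 100% = reference agonist; values of inactives mirror those of a sister screen read the other way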
Arr AP2 block: inhibitors of beta-arrestin/AP2 binding, primary screen, biochemical, GPCR trafficking, flow cytometry. FITC-arrestin peptide / GST-AP2 beads; AP2 beta2 appendage carries R879A mutation. inhibition, % at 10 µM. hit rate 0.31% among 340,000;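 active = inhibition above a set limit, near 3 SD of compounds lacking own fluorescence, cut at about 54% in these data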;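 also: plate controls were DMSO wells for no effect and 5 µM unlabelled arrestin peptide for full effect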
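Material – AP2 appendage R879A on GSH beads · Buffer or medium – PBS with 0.05% Tween 20 and 0.1% BSA · Probe or stimulus – fluorescein-tagged arrestin peptide at 50 nM final · Incubation – compound with beads 12 min RT, then probe 1 h RT · Detection – high-throughput flow cytometry of beads, ex 488, em 535 nm · Evaluation – percent response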
Pemphigus Ab inh: inhibitors of pemphigus antibody binding to DSG3, primary screen, biochemical, bead-based, flow cytometry, scFv-GFP; DSG3-coupled beads, scFv-anti-DSG3-GFP binding; hits give low values; binding (percent of control), % at 10 µM; hit rate 0.48% among 310,000; AID 588358, 2011;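 active = binding more than 3 SD below its plate's average and above zero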;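 also: hits lower antibody fragment binding to DSG3; some compounds called inactive have numbers as strong as hits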
DAGLB inh: DAGLB lipase inhibitors, primary screen, biochemical, fluorescence, HTS; inhibition, % at 5.17 µM; Diacylglycerol lipase-beta (Homo sapiens), Q8NCG7; hit rate 0.059% among 340,000; HEK293T DAGLB membrane lysate, EnzChek fluorogenic substrate; AID 504411, 2011; in the data active = inhibition above about 34%;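 also: 0% = enzyme with vehicle and 100% = wells lacking enzyme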
Target sequence (Q8NCG7 whole entry, looked up): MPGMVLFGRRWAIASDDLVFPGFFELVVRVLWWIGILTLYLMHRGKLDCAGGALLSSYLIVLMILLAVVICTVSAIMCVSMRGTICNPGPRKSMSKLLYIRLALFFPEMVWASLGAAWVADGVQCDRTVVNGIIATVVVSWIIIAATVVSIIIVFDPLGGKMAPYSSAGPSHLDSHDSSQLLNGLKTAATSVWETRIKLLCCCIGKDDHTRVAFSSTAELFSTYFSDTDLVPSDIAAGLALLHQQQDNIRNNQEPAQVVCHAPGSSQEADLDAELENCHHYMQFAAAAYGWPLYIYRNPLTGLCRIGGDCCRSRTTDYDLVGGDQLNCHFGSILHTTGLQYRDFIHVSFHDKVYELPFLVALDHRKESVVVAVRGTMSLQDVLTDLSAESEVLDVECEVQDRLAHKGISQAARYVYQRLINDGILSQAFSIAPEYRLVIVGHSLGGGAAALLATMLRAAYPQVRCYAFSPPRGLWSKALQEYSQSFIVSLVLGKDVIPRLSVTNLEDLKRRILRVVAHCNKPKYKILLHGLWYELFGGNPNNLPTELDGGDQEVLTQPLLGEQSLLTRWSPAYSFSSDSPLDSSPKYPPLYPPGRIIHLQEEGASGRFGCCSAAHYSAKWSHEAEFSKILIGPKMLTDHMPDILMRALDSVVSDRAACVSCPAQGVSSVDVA
HTR5A inv ctr: HTR5A inverse agonists in luminescence cell assay, primary screen, counter-screen for OPRM1-OPRD1 heterodimer inverse agonist project, full-deck HTS; inhibition, % at 9.3 µM; 5-hydroxytryptamine receptor 5A (Homo sapiens), P47898; HTR5A cell line, inverse agonism; AID 504634, 2011; hit rate 0.083% among 340,000; in the data active = inhibition mostly above about 23%, no sharp cut-off; inactive = mostly below about 18%;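 also: 0% = cells with DMSO and 100% = no-cell wells with DMSO; some compounds called inactive have numbers as strong as hits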
* = called active by the depositor; i = inactive; . = not tested or not shown.

SMILES | PKA-R1A activ | MOR-DOR inv ag | PKA-R2B act | V-ATPase pHluor | HTR5A ag | OPRM1-OPRD1 ag | Arr AP2 block | Pemphigus Ab inh | DAGLB inh | HTR5A inv ctr
Clc1ccc(-c2[nH]ncc2N=Nc2ccccc2)cc1 | 7 | 0 | -9 | 3 | -2 | 0.0 | -14 | . | 4 | 5
CC(C)(C)CN1CCNC(=O)C1CC(=O)N1CCN(c2ccccc2)CC1 (configuration not stated) | 5 | 15 | 4 | 2 | 7 | -2.7 | 15 | 102 | -1 | -20
COc1ccccc1OCCOCCOc1ccc(C)cc1Br | 0 | -7 | -10 | -2 | 1 | 1.3 | -186 | i | -17 | 3
O=C(CSc1nc2c(c(=O)n1-c1ccc(Br)cc1)SCC2)NCc1ccco1 | 10 | 7 | -9 | -6 | -1 | -1.3 | 0 | 108 | 2 | 3
Cc1ccc(C(=O)CSc2nnc(COc3ccc(C#N)cc3)n2-c2ccccc2)cc1 | 2 | 9 | 1 | 0 | -2 | -1.7 | -4 | 83 | -1 | -6
Cc1cccc(Cc2nnc(CCC(=O)N3CCCC(CN4CCOCC4)C3)o2)c1 (configuration not stated) | 3 | 11 | -9 | -3 | 1 | -2.1 | -7 | 103 | 1 | -3
O=C(Nc1ccccc1C(=O)Nc1ccccc1)c1cccs1 | 6 | -11 | 7 | 0 | 3 | 2.1 | -5 | 111 | -6 | -8
Cc1ccccc1COC[C@H](CC(C)C)N1CCN(C(=O)c2cccc(C(F)(F)F)c2)CCC1=O | -2 | -11 | 5 | 4 | 13 | 2.0 | 7 | 97 | -5 | -38
Cc1cccn2c(=O)c3cc(C(=O)NC4CCCC4)c(=N)n(C4CCCCC4)c3nc12 | 8 | 16 | 9 | 5 | 7 | -2.4 | 9 | . | -1 | -19
Cn1nc(C(F)(F)F)c(CO)c1Sc1ccc(F)cc1 | -7 | 15 | -5 | -2 | -2 | -2.6 | 12 | 96 | 2 | 5
Cc1nc(SCc2nc3c(O)cccc3[nH]2)c2oc3ccccc3c2n1 | -2 | 4 | 8 | -1 | -3 | -0.7 | -2 | 102 | -2 | 6
Cc1ccc(NC(=O)CCC(=O)Nc2ccc(C)cc2)cc1 | -10 | 3 | 0 | 6 | 0 | -0.6 | 17 | 112 | -1 | -28
Fc1cccc(F)c1/C=N/NC(=S)Nc1cccnc1 | 1 | 22 | 13 | 1 | -4 | -3.9 | -4 | 105 | 1 | 11
C=CCNc1ncnc2c1cnn2-c1cccc(C)c1 | 0 | 9 | -2 | 0 | 0 | -1.7 | -2 | 97 | 0 | 1
CC1CC1C(=O)Nc1cc(C(F)(F)F)ccc1N1CCOCC1 (configuration not stated) | -7 | 20 | 2 | -1 | 0 | -3.9 | 17 | 98 | -3 | 0
O=C(CNC(=O)Cc1ccccc1)NCc1cccc(C(F)(F)F)c1 | 1 | 13 | -6 | 4 | -1 | -1.8 | -7 | . | 0 | 2
COc1cc(NC(=O)CN2C(=O)NC(c3ccccc3)(c3ccccc3)C2=O)c(C)cc1[N+](=O)[O-] | 0 | 1 | -9 | 7 | 1 | -0.2 | 13 | 85 | -1 | 12
CC(=O)ON1C(C)(C)CC(OC(=O)c2ccccc2)CC1(C)C | 4 | -24 | -1 | -5 | 7 | 4.0 | 18 | 102 | -4 | 5
COc1cc(OC)cc(C(=O)NC2CCSc3ccccc32)c1 (configuration not stated) | -1 | 11 | 10 | 0 | 2 | -1.9 | -5 | 124 | -5 | -6
Cc1c(C(=O)N2CCN(c3ccccc3F)CC2)oc2c1C(=O)CC(C)(C)C2 | -6 | 14 | -1 | -1 | 2 | -2.8 | 4 | 104 | -5 | -9

Part of the list above, set out differently:
COc1ccccc1OCCOCCOc1ccc(C)cc1Br
  PKA-R1A activ: 0	MOR-DOR inv ag: -7	PKA-R2B act: -10	V-ATPase pHluor: -2	HTR5A ag: 1	OPRM1-OPRD1 ag: 1.3	Arr AP2 block: -186	Pemphigus Ab inh: i	DAGLB inh: -17	HTR5A inv ctr: 3
O=C(CSc1nc2c(c(=O)n1-c1ccc(Br)cc1)SCC2)NCc1ccco1
  PKA-R1A activ: 10	MOR-DOR inv ag: 7	PKA-R2B act: -9	V-ATPase pHluor: -6	HTR5A ag: -1	OPRM1-OPRD1 ag: -1.3	Arr AP2 block: 0	Pemphigus Ab inh: 108	DAGLB inh: 2	HTR5A inv ctr: 3
Cc1ccc(C(=O)CSc2nnc(COc3ccc(C#N)cc3)n2-c2ccccc2)cc1
  PKA-R1A activ: 2	MOR-DOR inv ag: 9	PKA-R2B act: 1	V-ATPase pHluor: 0	HTR5A ag: -2	OPRM1-OPRD1 ag: -1.7	Arr AP2 block: -4	Pemphigus Ab inh: 83	DAGLB inh: -1	HTR5A inv ctr: -6

Further structures
SMILES | PKA-R1A activ | MOR-DOR inv ag | PKA-R2B act | V-ATPase pHluor | HTR5A ag | OPRM1-OPRD1 ag | Arr AP2 block | Pemphigus Ab inh | DAGLB inh | HTR5A inv ctr
COC(=O)c1ccccc1NC(=O)c1ccco1 | -9 | 12 | 2 | 0 | -3 | -2.9 | 25 | 112 | -5 | -26
CCCCNC(=O)CSc1nc2ccccc2c(=O)n1CC1COc2ccccc2O1 (configuration not stated) | -6 | 14 | 1 | -1 | 14 | -3.3 | 5 | 96 | -1 | -38
COc1cccc(C(=O)NCCCNc2nc3cc(C)cc(C)c3cc2C#N)c1 | -8 | . | 2 | -3 | . | . | . | 103 | -5 | .
COc1ccc(C2CC(c3cccs3)=NN2C(=O)CSc2nnc(N)s2)cc1OC (configuration not stated) | 3 | 4 | 9 | -3 | -1 | -0.8 | 20 | 114 | 0 | 3
N#Cc1ccc(COC(=O)c2ccc(N3CCCC3)c([N+](=O)[O-])c2)cc1 | -11 | -29 | -3 | -2 | -2 | 6.1 | 2 | 114 | -6 | -27
CC(C)Cc1nnc(NC(=O)c2ccc(-n3cncn3)c([N+](=O)[O-])c2)s1 | -2 | . | -1 | -1 | . | . | . | 102 | 0 | .
COc1cccc(OCc2cc(C(=O)N3CCNC(=O)C3Cc3ccccc3)no2)c1 (configuration not stated) | -4 | 15 | 3 | -2 | -3 | -2.9 | -2 | 102 | -2 | 12
CCN(C(=O)CSc1nc2ccccc2c(=O)n1Cc1ccc(C)cc1)C1CCS(=O)(=O)C1 (configuration not stated) | 0 | 5 | -2 | -1 | -1 | -0.8 | -9 | 98 | -4 | 3
CC(c1ccco1)N(C(=O)c1ccc(F)cc1)c1ccccn1 (configuration not stated) | 1 | 2 | 6 | -5 | -2 | -0.4 | -6 | 95 | -1 | 5
CCOC(=O)c1sc2ncnc(N3CCN(C(=O)OCC)CC3)c2c1C | -12 | 10 | 4 | 1 | 7 | -1.8 | 0 | 109 | -7 | -17
Cc1ccc(N=c2c([N+](=O)[O-])nn(-c3ccccc3)n2O)c(C)c1 | 7 | -37 | -1 | -1 | 11* | 6.7 | 36 | 99 | 2 | -15
O=C(Cn1nc(Cl)nc1Cl)c1ccccc1 | 3 | 15 | 0 | 2 | -2 | -3.2 | 55* | 100 | -4 | 8
COc1ccc(OCc2nnc(SCC(=O)Nc3ccccc3F)o2)cc1 | -2 | 10 | 10 | -4 | 4 | -1.9 | 22 | 109 | 1 | -11
Cc1ccc(Nc2nnc(SCC(=O)N(C)C3CCS(=O)(=O)C3)s2)cc1 (configuration not stated) | 1 | -5 | 0 | 1 | 0 | 1.0 | 19 | 98 | -2 | 0
COc1ccccc1NC(=S)NC(=O)C1CC1 | 14 | 5 | -8 | 4 | 3 | -0.9 | 7 | 89 | -3 | 8
Cc1ccc(S(=O)(=O)N2CCCN(C(=O)c3ccc(-n4cccn4)cc3)CC2)cc1 | 9 | -2 | 9 | -7 | 1 | 0.6 | 22 | 100 | -2 | 3
Cc1ccccc1C(=O)N1CCC(C(=O)NC(C)c2ccc(-n3ccnc3)cc2)CC1 (configuration not stated) | 3 | 18 | 5 | 0 | 4 | -3.3 | -8 | 98 | 0 | -10
COC(=O)N/N=C(\C)c1ccccc1OC(F)F | 0 | 10 | 4 | 1 | 1 | -1.9 | -10 | 113 | 0 | 6
COC(C(=O)Nc1ccc(Br)cc1F)c1ccccc1 (configuration not stated) | -5 | 5 | 10 | 0 | -3 | -1.0 | 17 | 103 | 0 | 8
Cn1c(N2CCCCC2)nc2c1c(=O)[nH]c(=O)n2C | -6 | 22 | -8 | -1 | 4 | -4.8 | 31 | 98 | -4 | 5
Cc1ccc(NC(=O)C(C)Sc2nnc(-c3cccnc3)n2-c2ccccc2)cc1 (configuration not stated) | -2 | 5 | -6 | 0 | 6 | -1.0 | -2 | 99 | 0 | -18
O=C(NCc1ccccc1Cl)c1cc([N+](=O)[O-])ccc1Cl | 9 | -11 | -9 | 1 | 3 | 1.5 | 8 | 72* | 0 | 2
COc1ccccc1C(=O)NC(CCSC)C(=O)NNC(=O)C(C)Oc1ccccc1F (configuration not stated) | -8 | 12 | -10 | -1 | 3 | -3.0 | -4 | 101 | 1 | 5
COc1cc(C(CCN2CCCCC2)c2c(OC)cc(OC)c3c(-c4ccccc4)cc(=O)oc23)cc(OC)c1OC (configuration not stated) | -5 | 8 | 6 | 3 | -9 | -1.5 | -4 | 106 | 0 | -8
O=C(CSCc1ccc([N+](=O)[O-])cc1)NC1CCCCCC1 | 0 | 0 | -2 | 5 | -2 | 0.1 | 5 | 109 | -2 | 8
COc1ccc(OC)c2sc(NNC(=O)COc3ccccc3)nc12 | -20 | 6 | -4 | -2 | 1 | -1.1 | 1 | 95 | 1 | -3
CCCN1CCCc2cc(CN(CCCN3CCOCC3)C(=O)Nc3ccc(OCC)cc3)ccc21 | -10 | -14 | 11 | -1 | 2 | 2.7 | 15 | 105 | -7 | -12
Cc1ccc(S(=O)(=O)NCCCCCC(=O)Nc2ccccn2)cc1 | -5 | 8 | -4 | -5 | -4 | -1.5 | 6 | 102 | 2 | -12
CCc1ccc(NC(=O)CSc2nc3cc(C(=O)OC)ccc3c(=O)n2Cc2ccco2)cc1 | -7 | 14 | 7 | 3 | -1 | -2.8 | 11 | . | -1 | 5
O=C(COc1ccccc1)N1CCc2ccccc2C1 | -11 | 8 | 2 | 0 | -1 | -1.4 | -11 | 103 | -2 | 2
O=C(CSc1ccc(-c2cccnc2)nn1)N1CCCC1 | -1 | 14 | 0 | -2 | -4 | -3.1 | 16 | 82 | 0 | 10
Cc1ccc(C(=O)N(c2ccccn2)C(C)c2ccco2)cc1C (configuration not stated) | 8 | 14 | -3 | -1 | -2 | -2.6 | -2 | 99 | -2 | 6
